Screens: PubChem, several laboratories
TNAP activation fold – human TNAP enzyme activators, primary screen, biochemical, luminescent, no phosphate acceptor, uHTS (AID 1001) | Alkaline phosphatase, tissue-nonspecific isozyme (Homo sapiens) | purified TNAP, luminescent activation assay, no phosphate acceptor; higher activation fold means a stronger effect | one-dose activation fold at 20 µM; EC50 in µM for titrated hits | 200,000 compounds, 0.03% hits; in the data active means activation fold from about 3, or a potency from the dose series; inactive means the rest, 99 in 100 with activation fold below about 1.6; further: many of its hits are not listed in these tables
T cell HTS – modulators of CD8 T cell-vesicle binding, primary screen, mouse 2C CD8+ T cells, flow cytometry; 2C CD8+ T cell-vesicle binding; active compounds read low; calls only at 7 µM; 330,000 compounds, 0.068% hits; AID 2052, 2009;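 active means response, share of CD8 T cells binding vesicles, and their 90th percentile fluorescence all below set limits, cut at about 80% in these data, passing the limit was not always enough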
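Incubation: binding step 1.5 h, 37 °C, antibody labelling 20 min, ice; system: murine 2C transgenic CD8+ T lymphocytes; technique: cytometric PE anti-B7-1 and Alexa647 anti-CD8 signals after 1% paraformaldehyde fixation; also added: QL9-charged Drosophila Ld/ICAM-1/B7-1 vesicles; control set: naked versus QL9-loaded vesicles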
bCat nuc transl – modulators of beta-catenin nuclear translocation, primary screen, imaging, HeLa cells, immunofluorescence, high-content; nuclear translocation activity, % at 5 µM; 190,000 compounds, 0.3% hits; AID 1665, 2009;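 active means nuclear translocation activity above 50% at 5 µM, with a well cell count of 50 or more; inconclusive means wells under 50 cells across six images, flagged as toxic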;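 further: per-cell ratio of nuclear to cytoplasmic median beta-catenin stain intensity; plate controls were DMSO negative control for no effect and GSK-3 inhibitor IX positive control for full effect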
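System: HeLa cells, endogenous beta-catenin; compound dosing: 5 µM primary single dose, 0.1% DMSO, 0.02–20 µM confirmation series; incubation: 24 h compound exposure at 37°C, 5% CO2; signal: beta-catenin immunofluorescence imaging with DAPI; evaluation: % activation, nuclear-to-cytoplasmic median beta-catenin signal ratio per cell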
Myeloid diff 2 – induction of myeloid progenitor differentiation, primary screen, cell-based, flow cytometry, MLPCN library | ER-HoxA9 myeloid progenitors, lysozyme-GFP differentiation | calls only at 10 µM | 360,000 compounds, 1% hits | AID 624256, 2012;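 active means normalized GFP-positive differentiation at or above the plate's own cutoff, the solvent-only control mean plus 3 SD; inconclusive means no clear call, values can overlap the other calls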;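 further: cells exposed to compound for four days before flow analysis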
Lipid droplet – inhibitors of hepatocyte lipid droplet formation, primary screen, imaging, high-throughput imaging, BODIPY stain; AID 1656, 2009; inhibition, % at 6.5 µM; AML12 mouse hepatocytes, oleate lipid droplets; 240,000 compounds, 0.4% hits;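 active means lipid droplet intensity inhibited by at least 50%, with more than 500 cells counted; inconclusive means wells with under 300 cells, treated as cytotoxic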
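Material: mouse AML12 hepatocyte cell line, fixed after treatment; Timing: compound with oleate, overnight; Technique: high-content imaging of BODIPY-stained droplets and DAPI nuclei; Probe or stimulus: oleate, 100 µM final; Dosing: compound at 6.5 µM only.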
Dynein transport – inhibitors of GR-EGFP nuclear translocation, primary screen, dynein cargo transport inhibitor project, imaging, high-content, 3617.4 mouse cells; test concentration mostly 20 µM; stimulated with dexamethasone, 1 µM; active compounds read low; z-score, hits read low; 220,000 compounds, 0.47% hits; AID 1381, 2008;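 active means plate z-score of nuclear minus cytoplasmic receptor signal below a set negative limit, without overly bright fluorescence or cell loss, cut at about -3.5 in these data, passing the limit was not always enough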;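 further: z-score of nuclear minus cytoplasmic ring GR-EGFP intensity difference per well; some compounds called inactive have numbers as strong as hits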
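Medium: Induction medium lacking tetracycline, stripped serum | Probe or stimulus: 1.0 µM final dexamethasone stimulus | Schedule: 48 h induction, then 1 h compound, then 30 min agonist, 37 °C | Signal: Automated 10x imaging of fixed Hoechst-stained cells | Evaluation: Per-cell GR-EGFP intensity, nucleus versus surrounding cytoplasmic ring, well-averaged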
MT stabilize HCS – microtubule stabilizers in HeLa cells, primary screen, imaging, high-content imaging | HeLa tubulin immunostaining HCS, 24 h; share of cells brighter than vehicle mean+2SD | % tubulin-high responders, % at 10 µM | 200,000 compounds, 0.83% hits | AID 2205, 2009;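 active means plate Z-score above 3 for both tubulin-high and condensed-nucleus cell shares, with cell loss under 80%, at 10 µM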;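 further: anti alpha tubulin signal scored within the nucleus-defined area of each cell; some results filed as inactive read as strong as hits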
human PMI inhibition – inhibitors of human PMI, primary screen, biochemical, fluorescence intensity, coupled assay (AID 1209). Mannose-6-phosphate isomerase (Homo sapiens). purified PMI enzyme, coupled fluorescence intensity; higher % means a stronger effect. one-dose inhibition, % at 20 µM; IC50 in µM for titrated hits. 190,000 compounds, 0.42% hits; in the data active means inhibition above about 50%;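 further: plate controls were DMSO vehicle for no effect and wells lacking substrate for full effect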
Insulin prom up – insulin promoter activators in MIN6 cells, imaging, high-content screening, mouse beta cells; z-score at 5 µM; 190,000 compounds, 0.3% hits; MIN6 insulin promoter-GFP reporter; active compounds read high; AID 1625, 2009;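 active means z-score above 3 at 5 µM with at least 500 cells counted in the well; inconclusive means wells under 500 cells, flagged as cytotoxic or low count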
Dynein transport cytoplasmic EGFP – recorded beside Dynein transport, whose call it bears; z-score; measured here: cytoplasmic GR-EGFP intensity; active compounds read high
Dynein transport nuclear GR-EGFP – recorded beside Dynein transport, whose call it bears; z-score; measured here: nuclear GR-EGFP intensity;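 lower value marks the stronger effect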
Dynein transport cell count – also measured in Dynein transport; calls as there; z-score; measured here: cell count per field
Insulin prom up cell count – recorded beside Insulin prom up, whose call it bears; cell count; measured here: cytotoxicity, nuclei count;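 total cells summed across four imaged fields per well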
Lipid droplet cells 6.5 µM – second read-out of Lipid droplet, no call of its own (marks repeat the call); cell count; measured here: cell count, cytotoxicity flag;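 cells counted across two imaged fields per well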
bCat nuc transl cell count 5 µM – further read-out of bCat nuc transl, marked with its call; cell count; measured here: cell count, cytotoxicity flag
T cell HTS vesicle-bound % – also measured in T cell HTS; calls as there; double positive events, %; measured here: CD8+ vesicle-bound cell fraction;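 binding gate set so that unloaded-vesicle control wells show 10% double positive cells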
MT stabilize HCS Hoechst-high % – recorded beside MT stabilize HCS, whose call it bears; % Hoechst-high responders; measured here: nuclear condensation Hoechst responders;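 share of cells brighter than vehicle mean plus two SD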
MT stabilize HCS cytotoxicity % – further read-out of MT stabilize HCS, marked with its call; toxicity, %; measured here: cytotoxicity by cell density;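 0% = mean cell density of plate MIN control wells and 100% = no cells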
Myeloid diff 2 GFP+ MAC1+ % – further read-out of Myeloid diff 2, marked with its call; GFP+ MAC1+ double positive, %; measured here: differentiation confirmed by MAC1 staining
Active calls of the source: *.

How did CC(=O)Oc1ccc(C(=O)[C@H]2[C@H]3C(=O)N(c4cccc5ccccc45)C(=O)[C@H]3[C@@H]3C=CC=NN32)cc1 do in these assays?
TNAP activation fold: 1; T cell HTS: inactive; bCat nuc transl: 0.1; Myeloid diff 2: inconclusive; Lipid droplet: -2; Dynein transport: -0.3; MT stabilize HCS: 2.9; human PMI inhibition: -54%; Insulin prom up: 0.1; Dynein transport cytoplasmic EGFP: -0.045; Dynein transport nuclear GR-EGFP: -0.11; Dynein transport cell count: -0.96; Insulin prom up cell count: 1366; Lipid droplet cells 6.5 µM: 686; bCat nuc transl cell count 5 µM: 558; T cell HTS vesicle-bound %: 40; MT stabilize HCS Hoechst-high %: 3.0; MT stabilize HCS cytotoxicity %: 6.6

What do the screens show for `COC(=O)c1ccc(C)c(NC(=O)CCc2ccc(OC)c(OC)c2)c1`?
TNAP activation fold: 1.1; T cell HTS: inactive; bCat nuc transl: 2.3; Myeloid diff 2: inactive; Lipid droplet: 18; Dynein transport: -0.24; MT stabilize HCS: 6.3; human PMI inhibition: -8%; Insulin prom up: -0.15; Dynein transport cytoplasmic EGFP: 0.33; Dynein transport nuclear GR-EGFP: -0.0035; Dynein transport cell count: -0.5; Insulin prom up cell count: 1077; Lipid droplet cells 6.5 µM: 765; bCat nuc transl cell count 5 µM: 467; T cell HTS vesicle-bound %: 51; MT stabilize HCS Hoechst-high %: 2.4; MT stabilize HCS cytotoxicity %: 8.4; Myeloid diff 2 GFP+ MAC1+ %: 0.0

Results for COc1ccccc1-n1cc(C(=O)c2cc(Cl)ccc2O)cc(C#N)c1=O ?
TNAP activation fold: 1.1; T cell HTS: inactive; Myeloid diff 2: inactive; Lipid droplet: 10; Dynein transport: -0.17; MT stabilize HCS: 1.9; human PMI inhibition: 1%; Insulin prom up: 0.26; Dynein transport cytoplasmic EGFP: 0.35; Dynein transport nuclear GR-EGFP: -0.35; Dynein transport cell count: 0.49; Insulin prom up cell count: 1314; Lipid droplet cells 6.5 µM: 739; T cell HTS vesicle-bound %: 41; MT stabilize HCS Hoechst-high %: 3.1; MT stabilize HCS cytotoxicity %: 2.2; Myeloid diff 2 GFP+ MAC1+ %: 0.2

How did CC(=O)c1ccccc1C(=O)NCc1cccnc1 do in these assays?
TNAP activation fold: 1.2; T cell HTS: inactive; bCat nuc transl: -1.0; Myeloid diff 2: inactive; Lipid droplet: -3; Dynein transport: -0.14; MT stabilize HCS: 3.2; human PMI inhibition: 2%; Insulin prom up: -0.04; Dynein transport cytoplasmic EGFP: -0.27; Dynein transport nuclear GR-EGFP: -0.053; Dynein transport cell count: -0.22; Insulin prom up cell count: 1410; Lipid droplet cells 6.5 µM: 647; bCat nuc transl cell count 5 µM: 920; T cell HTS vesicle-bound %: 42; MT stabilize HCS Hoechst-high %: 3.0; MT stabilize HCS cytotoxicity %: 6.0; Myeloid diff 2 GFP+ MAC1+ %: 0.7

How did O=C(NCCC1=CCCCC1)C1CC(=O)N(C2CCCCCC2)C1 (stereo not drawn) do in these assays?
TNAP activation fold: 1.1; T cell HTS: inactive; Myeloid diff 2: inactive; Lipid droplet: 5; Dynein transport: -0.22; MT stabilize HCS: 2.6; human PMI inhibition: 13%; Insulin prom up: -0.08; Dynein transport cytoplasmic EGFP: -0.23; Dynein transport nuclear GR-EGFP: 0.17; Dynein transport cell count: -0.75; Insulin prom up cell count: 1316; Lipid droplet cells 6.5 µM: 704; T cell HTS vesicle-bound %: 21; MT stabilize HCS Hoechst-high %: 2.5; MT stabilize HCS cytotoxicity %: 8.5; Myeloid diff 2 GFP+ MAC1+ %: 4.1

Results for CC(=O)c1cc2c(cc1NC(=O)CN1CCOCC1)OCO2 ?
TNAP activation fold: 1.1; T cell HTS: inactive; Myeloid diff 2: active; Lipid droplet: -2; Dynein transport: 0.53; MT stabilize HCS: 3.7; human PMI inhibition: 5%; Insulin prom up: 1; Dynein transport cytoplasmic EGFP: -0.27; Dynein transport nuclear GR-EGFP: -0.052; Dynein transport cell count: -0.27; Insulin prom up cell count: 1286; Lipid droplet cells 6.5 µM: 709; T cell HTS vesicle-bound %: 36; MT stabilize HCS Hoechst-high %: 2.4; MT stabilize HCS cytotoxicity %: 4.9; Myeloid diff 2 GFP+ MAC1+ %: 14*

What do the screens show for `CC(=O)NC1=NN(C(C)=O)C2(CCCC2)S1`?
TNAP activation fold: 1.1; T cell HTS: inactive; bCat nuc transl: 0.5; Myeloid diff 2: inactive; Lipid droplet: -23; Dynein transport: 2; MT stabilize HCS: 2.6; human PMI inhibition: -5%; Insulin prom up: 0.05; Dynein transport cytoplasmic EGFP: -0.13; Dynein transport nuclear GR-EGFP: 1.5; Dynein transport cell count: -1.5; Insulin prom up cell count: 1214; Lipid droplet cells 6.5 µM: 697; bCat nuc transl cell count 5 µM: 966; T cell HTS vesicle-bound %: 50; MT stabilize HCS Hoechst-high %: 2.2; MT stabilize HCS cytotoxicity %: 5.9; Myeloid diff 2 GFP+ MAC1+ %: 0.6

Results for NC(N)=NCCC[C@H](NC(=O)OCc1ccccc1)C(=O)O ?
TNAP activation fold: 1.1; bCat nuc transl: -0.2; Myeloid diff 2: inactive; Lipid droplet: 0; Dynein transport: -0.0025; MT stabilize HCS: 2.0; human PMI inhibition: 2%; Insulin prom up: -0.01; Dynein transport cytoplasmic EGFP: -0.24; Dynein transport nuclear GR-EGFP: 0.35; Dynein transport cell count: 0.37; Insulin prom up cell count: 1016; Lipid droplet cells 6.5 µM: 747; bCat nuc transl cell count 5 µM: 442; MT stabilize HCS Hoechst-high %: 1.2; MT stabilize HCS cytotoxicity %: 4.0; Myeloid diff 2 GFP+ MAC1+ %: 0.9

What do the screens show for `Cc1ccc2sc(N(CCCN(C)C)C(=O)c3nc4ccccc4s3)nc2c1C`?
TNAP activation fold: 1.1; T cell HTS: inactive; bCat nuc transl: -1.5; Myeloid diff 2: inactive; Lipid droplet: 0; Dynein transport: -0.56; MT stabilize HCS: 4.3; human PMI inhibition: -1%; Insulin prom up: 0.87; Dynein transport cytoplasmic EGFP: -0.27; Dynein transport nuclear GR-EGFP: -0.39; Dynein transport cell count: -0.49; Insulin prom up cell count: 1291; Lipid droplet cells 6.5 µM: 696; bCat nuc transl cell count 5 µM: 1079; T cell HTS vesicle-bound %: 9; MT stabilize HCS Hoechst-high %: 5.5; MT stabilize HCS cytotoxicity %: 0.2; Myeloid diff 2 GFP+ MAC1+ %: 0.3

What do the screens show for `c1n[nH]c(SCCCCSc2ncn[nH]2)n1`?
TNAP activation fold: 2.7; T cell HTS: inactive; Myeloid diff 2: inactive; Lipid droplet: 0; Dynein transport: -0.77; MT stabilize HCS: 0.8; human PMI inhibition: -5%; Insulin prom up: -0.22; Dynein transport cytoplasmic EGFP: 0.26; Dynein transport nuclear GR-EGFP: -0.07; Dynein transport cell count: -0.15; Insulin prom up cell count: 951; Lipid droplet cells 6.5 µM: 824; T cell HTS vesicle-bound %: 27; MT stabilize HCS Hoechst-high %: 1.1; MT stabilize HCS cytotoxicity %: 5.0; Myeloid diff 2 GFP+ MAC1+ %: 0.9

What do the screens show for `O=c1cc(-c2ccc3c(c2)OCCO3)oc2ccc(Cl)cc12`?
TNAP activation fold: 1; T cell HTS: inactive; bCat nuc transl: 7.3; Myeloid diff 2: inactive; Lipid droplet: -13; Dynein transport: 0.63; MT stabilize HCS: 4.5; human PMI inhibition: 17%; Insulin prom up: -0.05; Dynein transport cytoplasmic EGFP: -0.23; Dynein transport nuclear GR-EGFP: 0.45; Dynein transport cell count: 0.044; Insulin prom up cell count: 1406; Lipid droplet cells 6.5 µM: 709; bCat nuc transl cell count 5 µM: 952; T cell HTS vesicle-bound %: 45; MT stabilize HCS Hoechst-high %: 6.6; MT stabilize HCS cytotoxicity %: 17; Myeloid diff 2 GFP+ MAC1+ %: 0.4
